# DAX1 inh-1: blocks DAX1 repression of SF-1 activated StAR promoter. 1.1% of 370,000 active. inhibition, % at 6.8 µM. AID 652010. HEK293T StAR-luciferase reporter, SF-1/DAX-1 repression relief;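 active means inhibition above the mean over all tested compounds plus 3 SD, cut at about 3.6% in these data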;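 further: 0% = DAX-1 cells with DMSO and 100% = cells lacking DAX-1 with DMSO; higher inhibition means more luminescence from relief of DAX-1 repression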
# ssDAF12 agonist: S. stercoralis DAF-12 activation, primary screen; HEK293 ssDAF-12/GRIP1 lit1-tk-luc reporter, luminescence; % of 3 µM dafachronic acid response; activation, % at 6.8 µM; AID 652126; 1% of 370,000 active;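 active means activation above the mean over all tested compounds plus 3 SD, cut at about 0.9% in these data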;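 further: 0% = DMSO-only wells and 100% = 3 µM delta7-dafachronic acid wells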
# hgDAF12 agonist: agonists of H. glycines DAF-12 nuclear receptor; HEK293 GAL4-hgDAF12 UAS-luciferase reporter, agonist luminescence; normalized to butyrate control; activation, % at 6.8 µM; 1.8% of 370,000 active; AID 687014;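 active means activation above a cutoff set at the mean of all screened compounds plus 3 SD, cut at about 10% in these data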;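 further: 0% = DMSO wells and 100% = sodium butyrate wells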
# ADAM10 inh: inhibitors of human ADAM10; 0.62% of 370,000 active; AID 720582; inhibition, % at 7 µM; recombinant ADAM10, EDANS/DABCYL FRET peptide cleavage, 3 h; O14672;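 active means inhibition above a per-campaign cutoff equal to the mean of compounds falling between control-based bounds plus 3 SD, cut at about 20% in these data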;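 further: 0% = DMSO wells while the 100% control is not disclosed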
# hcDAF12 agonist: H. contortus DAF-12 activation, primary screen. activation, % at 6.8 µM. HEK293 hcDAF-12 lit1-tk-luc reporter, luminescence; 0% DMSO, 100% Δ7-dafachronic acid. 1.4% of 370,000 active. AID 652067;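 active means activation above the mean of all tested compounds plus 3 SD, cut at about 5.5% in these data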;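 further: 100% = response to 3 µM Δ7-dafachronic acid high control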
# sPLA2-III inh: Inhibits HGIII-sPLA2 liposome hydrolysis, primary screen; Q9NZ20; inhibition, % at 12.2 µM; QFRET BODIPY PC-A2 liposome hydrolysis, fluorescence; 0.56% of 370,000 active;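 active means inhibition above mean plus 3 SD of compounds lying within the high and low control bounds, cut at about 19% in these data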;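 further: 0% = median of test compound wells and 100% = no enzyme DMSO wells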
# Target sequence (Q9NZ20 whole entry, looked up): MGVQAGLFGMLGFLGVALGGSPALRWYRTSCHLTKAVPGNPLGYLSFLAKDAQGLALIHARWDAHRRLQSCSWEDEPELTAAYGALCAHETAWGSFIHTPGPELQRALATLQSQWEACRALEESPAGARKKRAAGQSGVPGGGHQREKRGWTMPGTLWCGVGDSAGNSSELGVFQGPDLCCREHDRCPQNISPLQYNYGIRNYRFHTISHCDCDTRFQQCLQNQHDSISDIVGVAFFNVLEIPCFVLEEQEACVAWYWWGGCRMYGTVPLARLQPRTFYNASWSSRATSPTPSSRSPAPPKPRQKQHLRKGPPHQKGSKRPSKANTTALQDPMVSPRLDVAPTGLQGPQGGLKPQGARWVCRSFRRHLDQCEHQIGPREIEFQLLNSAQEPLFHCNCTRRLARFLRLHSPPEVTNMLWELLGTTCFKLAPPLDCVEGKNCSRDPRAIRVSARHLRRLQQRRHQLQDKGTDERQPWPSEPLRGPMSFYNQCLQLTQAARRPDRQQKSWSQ
# PLCb3 inh: blocks human PLC-beta3 enzyme activity | Q01970 | Purified PLC-beta3, fluorogenic substrate, fluorescence | inhibition, % at 12.2 µM | 0.18% of 370,000 active | AID 720704; in the data active means inhibition above about 11%;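 further: 0% = median of compound wells on plate and 100% = full blocker control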
# DAX1 inh-2: inhibits human nuclear receptor DAX1; P51843; HEK293 Gal4-DAX1 luciferase reporter, luminescence; inhibition, % at 6.75 µM; 0.99% of 340,000 active; AID 504766;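 active means inhibition above the mean over all tested compounds plus 3 SD, cut at about 4.2% in these data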;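 further: 0% = DAX1-transfected cells with DMSO and 100% = empty-vector control cells with DMSO; inhibition shows as a rise in luminescence from relieved DAX1 repression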
# Target sequence (P51843 207-470 limits assumed): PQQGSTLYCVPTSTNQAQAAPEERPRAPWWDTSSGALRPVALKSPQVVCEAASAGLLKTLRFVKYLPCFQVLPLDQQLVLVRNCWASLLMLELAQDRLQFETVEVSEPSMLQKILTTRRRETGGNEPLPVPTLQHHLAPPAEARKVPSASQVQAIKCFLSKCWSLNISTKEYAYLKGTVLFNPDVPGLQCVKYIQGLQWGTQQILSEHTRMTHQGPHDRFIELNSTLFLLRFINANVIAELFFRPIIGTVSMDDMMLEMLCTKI
# PLCg1 inh: blocks human PLC-gamma1 enzyme activity; purified PLC-gamma1, fluorogenic substrate, fluorescence; inhibition, % at 12.2 µM; 0.84% of 370,000 active; AID 720700; in the data active means inhibition above about 9.5%
# GAA850 FXN act: increases GAA850 frataxin promoter reporter activity; activation, % at 6 µM; 0.56% of 360,000 active; HEK293 lucGAA850 FXN promoter luciferase reporter, 24 h; percent of 10 µM SAHA response;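 active means activation above the average of all compounds screened plus 3 SD, cutoff fixed separately per campaign, cut at about 7.5% in these data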;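 further: 0% = DMSO wells and 100% = 10 µM SAHA wells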
# ADAM17 inh: ADAM17 inhibition, QFRET primary screen | recombinant ADAM17, EDANS/DABCYL FRET peptide cleavage | P78536 | inhibition, % at 6.95 µM | 0.83% of 370,000 active;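 active means inhibition above the mean of compounds lying between control limits plus 3 SD, set per campaign, cut at about 8.5% in these data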;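 further: 0% = DMSO-only wells as the low control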
# * = called active by the depositor; i = inactive; . = not tested or not shown.
SMILES	DAX1 inh-1	ssDAF12 agonist	hgDAF12 agonist	ADAM10 inh	hcDAF12 agonist	sPLA2-III inh	PLCb3 inh	DAX1 inh-2	PLCg1 inh	GAA850 FXN act	ADAM17 inh
CCOC(=O)[C@]12CCCC=C1N(Cc1ccco1)C(=O)[C@H](CC(=O)N1CCN(C(=O)c3ccco3)CC1)C2	2.5	-1.5	-1.9	-8	0.2	11	-2	.	-1	.	-5
CCN1CCN(CCNC(=O)c2ccc3c(c2)N(Cc2cccc(Cl)c2)C(=O)c2ccccc2S3=O)CC1 (centres undefined)	2.7	-1.5	0.3	4	0.0	-2	-1	1.1	2	2.6	-1
NS(=O)(=O)c1cccc(NC(=O)CC23CC4CC(CC(Br)(C4)C2)C3)c1	-0.1	-1.1	0.1	-1	-1.7	11	-6	2.2	1	0.0	-3
NC(=O)c1ncn([C@@H]2O[C@H](CNCc3ccccc3C#Cc3ccccc3)[C@@H](O)[C@H]2O)n1	0.5	-0.8	1.7	-17	0.7	1	-9	0.8	-10	-0.4	-5
CCCCCN(C(=O)COC(=O)c1ccc(C)cc1)c1c(N)n(CCCC)c(=O)[nH]c1=O	-2.0	-0.8	-0.4	-34	0.9	10	-7	-0.4	-2	0.9	-11
O=c1[nH]cnc2c1N=C(c1cccc([N+](=O)[O-])c1)CC(c1ccccc1)N2 (centres undefined)	0.1	-1.6	-1.8	-14	-1.1	-5	-101	-1.1	-1	0.5	-5
COc1ccc(C)cc1NC(=O)COC(=O)C1COc2ccccc2O1 (centres undefined)	1.7	-1.5	0.6	1	1.3	-3	-1	-0.4	-2	0.9	-4
O=C1NC[C@@H](CCCCN2C[C@H](Cc3ccccc3)N(Cc3ccccc3)C(=O)C2=O)N(CCc2ccccc2)C1=O	-1.1	-1.1	-1.9	-10	-1.4	-1	0	.	2	.	-6
Cc1ccccc1CN1CCN(C(=O)CC(C)C)CC1	-0.5	-1.8	-1.1	0	-2.6	5	-3	0.5	-2	-2.2	-3
CCCCn1nnnc1C(c1ccccc1)N1CCN(c2ccc(C)cc2)CC1 (centres undefined)	-0.3	-1.5	-4.7	8	-1.5	0	11*	.	-2	.	2
CCCCCn1nnnc1C1(C)CCCC(=O)N1Cc1ccco1 (centres undefined)	-0.1	-0.7	1.9	-2	-0.3	3	0	.	-1	.	-4
Cc1ccc(S(=O)(=O)NCC(c2ccccc2)N2CCN(CCC#N)CC2)cc1 (centres undefined)	0.2	-0.9	-2.6	-5	-1.4	0	3	-0.7	3	-0.5	-1
O=S(=O)(Nc1nc2ccccc2nc1NCc1ccco1)c1ccc(Cl)cc1	0.2	-0.9	0.9	-30	-0.2	-16	-29	0.5	-19	0.1	-18
CCOC(=O)N1CCC2(O)CCCCC2C1c1ccc(F)cc1 (centres undefined)	0.0	-0.8	-0.6	-2	-1.2	2	2	-0.6	4	0.9	-2
CCNC(=O)C1CCCN(C(=O)c2ccc(N(C)C)cc2)CC1 (centres undefined)	-0.1	-1.4	-1.2	2	1.6	-4	-5	.	6	1.0	0
O=C(COC(=O)C1C2CC3OC(=O)C1C3C2)Nc1cccc(C(F)(F)F)c1 (centres undefined)	0.4	-1.1	2.9	-6	-2.5	-2	-2	4.0	0	0.7	-2
COCCCNC(=S)N1CCN(C)CC1	-0.4	-0.4	-3.3	3	-1.3	-1	4	-0.6	1	-1.0	0
CN1CCN(S(=O)(=O)c2ccccc2)CC1	0.5	-0.5	3.0	9	0.2	6	-6	2.0	0	-0.5	-2
COc1ccc(S(=O)(=O)n2[nH]c(=O)c(CCO)c2C)c([N+](=O)[O-])c1	-0.5	-1.3	-2.3	0	-0.7	1	2	1.9	2	1.2	-3
Cc1ccc(C2N=C(N)Nc3nc(=O)c4ccccc4n32)cc1 (centres undefined)	0.3	-0.9	2.2	-384	2.0	-3	-85	0.8	-53	1.9	-172
Cc1nc(C(=O)N2CCc3c([nH]c4ccccc34)C2c2ccccn2)cs1 (centres undefined)	-0.5	-0.9	-1.9	-4	1.1	-10	-3	1.2	-7	1.1	1
COc1cccc(/C=C2\CC3(OC(=O)C(C)(C)C)CCCN2C3)c1 (centres undefined)	0.7	-1.4	-1.0	0	-2.0	-3	-1	.	0	.	1
Cc1ccc(C(=O)Nc2c3c(nn2-c2ccccc2)CS(=O)(=O)C3)cc1C	0.3	-0.6	0.1	-3	5.8*	0	1	0.8	1	0.0	3
CC[C@@]1(C(=O)OC)N[C@H](CN(C)C(=O)c2ccccc2)[C@@H]2C(=O)N(C)C(=O)[C@@H]21	-0.3	-0.7	1.6	1	-0.8	1	1	0.7	1	0.0	-1
CNc1nnc(-c2cc3ccccc3oc2=O)s1	2.5	-0.8	6.5	-214	1.1	11	i	0.5	i	4.0	-69
CCN1CCN(C(CNS(=O)(=O)c2ccc(Cl)cc2)c2cccnc2)CC1 (centres undefined)	2.5	-0.7	1.5	4	0.0	-6	-6	1.3	12*	-0.4	-4
Cc1ccc(NC(=O)OCc2cc(-c3ccccc3)on2)cc1	0.3	-1.3	1.2	-3	0.4	-7	1	2.8	-1	4.1	2
O=C(Cc1ccc(Cl)cc1)Nc1ccc2oc(=O)ccc2c1	-1.2	-1.6	1.7	-109	-1.6	-2	-142	-0.5	-88	3.7	-34
CN1C[C@@H]2[C@@H]3C(=O)N(Cc4ccccc4)C(=O)[C@@H]3[C@](C)(C1=O)N2C(=O)c1ccc(Cl)cc1	-0.5	-0.5	-2.0	-4	-0.9	-6	1	0.8	2	-2.4	0
O=C1CC(c2ccccc2)CC(O)=C1C=NCCN1CCOCC1 (centres undefined)	0.2	-0.5	-0.8	4	-0.4	5	-1	-0.2	-3	0.6	-1

# New compounds follow:
SMILES	DAX1 inh-1	ssDAF12 agonist	hgDAF12 agonist	ADAM10 inh	hcDAF12 agonist	sPLA2-III inh	PLCb3 inh	DAX1 inh-2	PLCg1 inh	GAA850 FXN act	ADAM17 inh
O=C(O)CN1C(=O)SC(Nc2ccccc2)C1=O (centres undefined)	-0.5	-1.5	-0.7	6	4.1	5	-3	-0.5	0	2.5	-4
COc1ccc(-c2nnc(CSc3nc4ccccc4c(=O)n3CC(C)C)o2)cc1OC	-0.3	-1.2	-1.3	-5	5.3	10	-3	1.2	-1	3.8	-2
COc1ccc(C(=O)n2cc(C(C)=O)c3ccccc32)cc1	-0.7	-0.7	2.2	-2	0.0	1	-1	2.7	1	2.7	-4
Cc1ccc(NC(=O)C(OC(=O)c2ccc(O)cc2)c2ccccc2)cc1Cl (centres undefined)	-0.2	-1.0	-0.3	2	-1.2	-16	1	-0.7	4	0.3	2
COc1cc(OC)c(N(C)S(=O)(=O)c2cccc(C(=O)OCC(=O)NCc3ccco3)c2)cc1Cl	-0.4	-1.4	-2.4	-2	-2.1	-7	0	2.5	4	1.1	4
Cc1cc(N2CCN(c3cccc(C(F)(F)F)c3)CC2)n2nc(C)nc2n1	0.2	-1.3	0.7	11	-0.6	-3	-1	0.0	4	2.7	-3
CC(=O)Nc1ccc(N2C(=O)CSC2c2ccccc2)cc1 (centres undefined)	-0.3	-1.8	0.5	-3	-1.0	-5	-2	-0.3	3	0.9	-1
O=C(COC(=O)c1ccc2ccccc2n1)c1ccccc1	0.0	1.3*	1.1	-2	4.1	7	-8	-0.4	4	0.8	-6
CC(=O)c1ccc(N2CCN(CC(O)COC(c3ccccc3)c3ccccc3C)CC2)cc1 (centres undefined)	-0.1	-1.9	-2.4	-4	-3.6	-10	-11	-1.0	-1	-0.4	7
Cc1ccc(C)c(OCCN2CCOCC2)c1	-0.5	-1.1	0.9	-3	0.8	16	-4	0.5	-1	1.1	-5
O=c1ccc(C(F)(F)F)cn1Cc1cc(=O)n2cc(Br)ccc2n1	-0.1	-1.9	1.0	-38	-0.9	4	-23	0.1	-17	2.3	-14
Cc1ccc2cccc(NC(=O)C(F)(F)F)c2n1	-0.3	-0.4	3.6	-16	-1.4	7	-6	-1.3	-1	-1.0	6
CC(C)c1ccccc1NC(=O)c1cnccn1	-0.7	-0.9	2.5	-2	-1.1	-1	4	0.1	-2	0.7	-1
COc1cc(OC)c(NS(=O)(=O)c2cn(C)cn2)cc1Cl	0.0	-1.1	-0.1	-1	0.7	10	-4	0.5	4	0.2	-2
COc1ccc(CNCC(O)(c2ccc(F)cc2)c2ccc(F)cc2)cc1	-0.5	-0.9	-0.1	0	-0.2	-8	1	0.0	3	-1.8	3
Cc1c(C)n(CCC#N)c2ccccc12	-0.6	-1.7	-1.4	-10	-1.3	21*	-3	0.0	-1	-1.0	-4
Cc1ccc2c(c1)Oc1ccccc1C=C2C(=O)O	0.5	-1.1	-0.8	11	1.0	-5	-9	4.3*	-6	0.3	1
CCN(CC(=O)Nc1ccccc1C(F)(F)F)C(=O)C1CC(=O)N(Cc2ccccc2)C1 (centres undefined)	0.5	-1.2	1.6	3	1.3	7	-6	0.8	-2	0.5	1
O=C(COc1ccccc1F)c1ccc(O)cc1O	0.3	-1.1	-0.8	-4	-1.5	-3	-1	1.3	0	-1.2	-2
CC(NC(=O)CSc1nc(=O)cc(N)n1CCc1ccccc1)c1ccccc1 (centres undefined)	-0.2	-1.3	0.2	-17	-0.9	-1	-1	-0.3	-5	-3.2	-5
CC1CCCN(C(=O)CNC(=O)c2cccs2)C1 (centres undefined)	2.7	0.2	6.0	-8	1.3	0	-4	0.9	-3	2.5	-1

# Seven structures out of the list, ordered by SMILES length, rising:
SMILES	DAX1 inh-1	ssDAF12 agonist	hgDAF12 agonist	ADAM10 inh	hcDAF12 agonist	sPLA2-III inh	PLCb3 inh	DAX1 inh-2	PLCg1 inh	GAA850 FXN act	ADAM17 inh
Cc1c(C)n(CCC#N)c2ccccc12	-0.6	-1.7	-1.4	-10	-1.3	21*	-3	0.0	-1	-1.0	-4
CC(C)c1ccccc1NC(=O)c1cnccn1	-0.7	-0.9	2.5	-2	-1.1	-1	4	0.1	-2	0.7	-1
Cc1ccc2cccc(NC(=O)C(F)(F)F)c2n1	-0.3	-0.4	3.6	-16	-1.4	7	-6	-1.3	-1	-1.0	6
CC(=O)Nc1ccc(N2C(=O)CSC2c2ccccc2)cc1 (centres undefined)	-0.3	-1.8	0.5	-3	-1.0	-5	-2	-0.3	3	0.9	-1
O=c1ccc(C(F)(F)F)cn1Cc1cc(=O)n2cc(Br)ccc2n1	-0.1	-1.9	1.0	-38	-0.9	4	-23	0.1	-17	2.3	-14
Cc1cc(N2CCN(c3cccc(C(F)(F)F)c3)CC2)n2nc(C)nc2n1	0.2	-1.3	0.7	11	-0.6	-3	-1	0.0	4	2.7	-3
COc1ccc(-c2nnc(CSc3nc4ccccc4c(=O)n3CC(C)C)o2)cc1OC	-0.3	-1.2	-1.3	-5	5.3	10	-3	1.2	-1	3.8	-2

# Screens as filed in PubChem.
